# OXTR potentiator: human OXTR potentiators, primary screen, fluorescence, CHO-OTR cells, Fluo-8 calcium; Oxytocin receptor (Homo sapiens), P30559; Fluo-8 calcium fluorescence, potentiator mode; 0% = oxytocin EC15, 100% = EC100; activation, % at 3 µM; actives 0.061% (n = 320,000);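 active = activation above that plate's cutoff, the mean activation of tested compounds plus 3 SD, cut at about 6.6% in these data, passing the limit was not always enough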;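 also: 100% uses oxytocin at 75 nM as the full agonist control; some results filed as inactive read as strong as hits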
# Target sequence (P30559 whole entry, looked up): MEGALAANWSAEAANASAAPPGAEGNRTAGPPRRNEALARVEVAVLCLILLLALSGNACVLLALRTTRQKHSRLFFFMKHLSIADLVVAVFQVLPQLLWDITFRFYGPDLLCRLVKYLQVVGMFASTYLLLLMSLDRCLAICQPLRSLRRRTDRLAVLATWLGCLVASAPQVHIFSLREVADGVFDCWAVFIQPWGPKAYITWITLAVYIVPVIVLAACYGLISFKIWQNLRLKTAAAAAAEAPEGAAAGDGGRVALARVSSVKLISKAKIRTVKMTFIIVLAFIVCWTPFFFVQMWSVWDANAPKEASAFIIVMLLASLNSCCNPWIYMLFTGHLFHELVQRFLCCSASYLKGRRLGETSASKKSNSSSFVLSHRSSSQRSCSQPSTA
#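 Material: human OTR in CHO cells. Compound: 3.0 µM, one dose. Timing: compound 6 min at room temperature before oxytocin, 100 s read. Evaluation: % activation of max/min ratio relative to oxytocin controls. Replication: single well per compound, singlicate. Signal: Fluo-8 calcium dye fluorescence.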
# M4 ag: human M4 muscarinic receptor agonists, primary screen, CHO-K1 cells, Fluo-8 calcium fluorescence; activation, % at 3 µM; CHO-K1 hM4/Gqi5; vehicle 0%, full acetylcholine response 100%; actives 0.14% (n = 360,000); Muscarinic acetylcholine receptor M4 (Homo sapiens), P08173; AID 624127, 2012;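 active = activation above the run mean over all test wells plus 3 SD, cut at about 32% in these data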;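 also: peak over basal fluorescence ratio per well then scaled between controls; 0% = DMSO wells and 100% = acetylcholine at EC100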
# Target sequence (P08173 whole entry, looked up): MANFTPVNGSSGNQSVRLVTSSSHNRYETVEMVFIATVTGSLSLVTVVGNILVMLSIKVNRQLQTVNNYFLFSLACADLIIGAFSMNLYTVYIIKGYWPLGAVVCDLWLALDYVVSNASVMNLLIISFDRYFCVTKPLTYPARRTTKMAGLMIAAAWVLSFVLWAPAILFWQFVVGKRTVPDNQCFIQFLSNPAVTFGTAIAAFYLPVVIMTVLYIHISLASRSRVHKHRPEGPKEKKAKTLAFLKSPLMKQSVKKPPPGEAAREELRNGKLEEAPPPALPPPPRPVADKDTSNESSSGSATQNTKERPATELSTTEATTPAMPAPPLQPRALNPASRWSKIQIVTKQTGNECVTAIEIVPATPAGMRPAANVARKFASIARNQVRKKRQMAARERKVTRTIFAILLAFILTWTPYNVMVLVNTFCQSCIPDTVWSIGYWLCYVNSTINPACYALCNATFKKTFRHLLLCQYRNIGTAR
# CHRM1 PAM: human M1 muscarinic receptor positive allosteric modulators, primary screen, CHO-K1 cells, Fluo-8 calcium fluorescence, 1536-well | Muscarinic acetylcholine receptor M1 (Homo sapiens), P11229 | CHO-K1 hM1, ACh EC20; 0% = ACh EC20, 100% = maximal ACh | activation, % at 3 µM | actives 0.088% (n = 360,000) | AID 588819, 2011; in the data active = activation above about 19%, passing the limit was not always enough
# CHO-K1 Ca antag: nonselective inhibitor or artifact in parental CHO-K1 cells | actives 0.6% (n = 360,000) | inhibition, % at 3 µM | ATP-induced calcium, Fluo-8 fluorescence | AID 602250;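 active = inhibition above a per-plate cutoff, the plate's mean sample inhibition plus 3 SD, cut at about 24% in these data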;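 also: 0% = DMSO plus EC80 ATP and 100% = DMSO alone without ATP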
# M1 ag: human M1 muscarinic receptor agonists, primary screen, Fluo-8 calcium fluorescence, CHO-K1 cells, HTS; Muscarinic acetylcholine receptor M1 (Homo sapiens), P11229; CHO-K1 hM1, agonist mode; 0% DMSO, 100% acetylcholine EC100; activation, % at 3 µM; actives 0.33% (n = 360,000); AID 588814, 2011;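 active = activation above the run's mean compound activation plus 3 SD, cut at about 16% in these data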;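 also: peak over basal fluorescence ratio within a 140 s kinetic read after compound addition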
# CHO parental Ca: ATP-evoked calcium signal inhibitors, parental CHO, primary screen, counter-screen for OX1R antagonist project, cell-based, fluorescence, Fluo-8 calcium dye; parental CHO-K1, ATP-induced calcium, Fluo-8 fluorescence; inhibition, % at 5.6 µM; actives 0.63% (n = 330,000); AID 463079, 2010;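 active = inhibition above that plate's mean sample inhibition plus 3 SD, cut at about 26% in these data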;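 also: 0% = ATP-challenged DMSO wells and 100% = DMSO wells without ATP; some compounds past the cut are filed as inactive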
#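 Material – parental CHO cells · Reagent – ATP stimulus · Compound – single nominal dose of 5.6 µM per compound · Detection – Fluo-8 fluorescence · Read-out basis – percent inhibition of calcium signal · Controls – ATP-challenged DMSO wells low, unchallenged DMSO wells high · Repeats – no replicates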
# M1 ag parental: counter-screen for M1 agonists: effect in parental CHO-K1 cells. Fluo-8 calcium fluorescence; scaled to maximal ATP response, vehicle zero. actives 0.48% (n = 360,000). activation, % at 3 µM; in the data active = activation above about 15%;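 also: untransfected CHO-K1 host cells lacking M1 receptor as counterscreen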
# M1 antag: human M1 muscarinic receptor antagonists, primary screen, CHO-K1 cells, Fluo-8 calcium fluorescence, 1536-well; CHO-K1 hM1, ACh EC80 antagonist; inhibition, % at 3 µM; AID 588852, 2011; actives 1.3% (n = 360,000);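 active = percent inhibition above its own plate's cutoff, namely the mean of that plate's compound wells plus 3 SD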;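 also: peak over basal fluorescence ratio during 140 s after agonist addition; 0% = ACh EC80 plus DMSO and 100% = DMSO alone without agonist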
# M4 antag: human M4 muscarinic receptor antagonists, primary screen, CHO cells, Fluo-8 calcium fluorescence; Muscarinic acetylcholine receptor M4 (Homo sapiens), P08173; CHO-hM4 cells, ACh EC80; inhibition, % at 3 µM; actives 0.73% (n = 360,000);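 active = inhibition above its plate's cutoff, the mean inhibition of sample wells plus 3 SD, cut at about 27% in these data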;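 also: 0% = acetylcholine EC80 with DMSO and 100% = DMSO without agonist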
# Active calls of the source: *; / = no result given. Hits appear at their usual frequency (roughly 2.9% active in at least one column).
# The opening 14 records, to show the layout:
SMILES,OXTR potentiator,M4 ag,CHRM1 PAM,CHO-K1 Ca antag,M1 ag,CHO parental Ca,M1 ag parental,M1 antag,M4 antag
O=C(Nc1cc([N+](=O)[O-])ccc1O)c1ccc2c(c1)C(=O)N(Cc1ccco1)C2=O,-6,12,1,-4,4,-4,1.9,1,-8
COc1ccc(-n2c(-c3ccc(Cl)cc3)n[nH]c2=S)c(OC)c1,/,-1,7,-5,-4,/,0.5,-21,-2
CCC/C=C1/CCCOC(C(=O)NCc2ccc(C)o2)(C(F)(F)F)C1 (stereo not drawn),-4,-4,15,-11,-9,-26,-1.2,-14,1
CCOC(=O)c1cc(C)n(CCCN2CCOCC2)c1C,3,0,-19,-11,-7,-6,0.5,35*,11
CCOC(=O)N1CCC(N2C(=O)c3ccccc3C2Nc2ccc(C)cc2)CC1 (stereo not drawn),1,3,2,-3,-6,-26,1.4,3,1
CCOc1ccc(NC(=S)NC23CC4CC(CC(C4)C2)C3)cc1,-8,0,5,-7,-4,-9,0.4,-6,0
COc1cc(SC)ccc1C(=O)OCC(=O)NC1CC1,1,1,5,-1,0,17,0.4,4,4
c1ccc2cc(C3CCCCC3)ncc2c1,0,0,5,-7,-5,-12,-0.5,-2,-1
CCOc1ccc(C(=O)Nc2cccc([N+](=O)[O-])c2)cc1Br,-5,0,-18,5,-11,-9,0.4,15,-5
COc1ccc(C(C(C(=O)c2cccs2)N2CCOCC2)N2CCOCC2)cc1OC (stereo not drawn),-4,0,8,-1,-3,-8,0.7,-7,14
CCN(C(=O)CSc1nnc(C)n1-c1cccc(C)c1)C1CCS(=O)(=O)C1 (stereo not drawn),-1,1,12,-27,-4,-5,1.2,-13,-8
CC(C)(C)C(=O)COC(=O)CNC(=O)c1ccc(Oc2ccccc2)cc1,-11,3,1,0,-1,-2,1.1,-12,-3
C=CCn1c(SCC(=O)Nc2ccccc2CC)nnc1-c1ccncc1,0,1,7,-20,-6,-17,0.9,-14,0
O=C(CCn1cnc2ccccc2c1=O)Nc1ccc2c(c1)OCCO2,-11,2,-4,5,1,2,0.4,7,-6

# Main list, from the first entry:
SMILES,OXTR potentiator,M4 ag,CHRM1 PAM,CHO-K1 Ca antag,M1 ag,CHO parental Ca,M1 ag parental,M1 antag,M4 antag
O=C(Nc1cc([N+](=O)[O-])ccc1O)c1ccc2c(c1)C(=O)N(Cc1ccco1)C2=O,-6,12,1,-4,4,-4,1.9,1,-8
COc1ccc(-n2c(-c3ccc(Cl)cc3)n[nH]c2=S)c(OC)c1,/,-1,7,-5,-4,/,0.5,-21,-2
CCC/C=C1/CCCOC(C(=O)NCc2ccc(C)o2)(C(F)(F)F)C1 (stereo not drawn),-4,-4,15,-11,-9,-26,-1.2,-14,1
CCOC(=O)c1cc(C)n(CCCN2CCOCC2)c1C,3,0,-19,-11,-7,-6,0.5,35*,11
CCOC(=O)N1CCC(N2C(=O)c3ccccc3C2Nc2ccc(C)cc2)CC1 (stereo not drawn),1,3,2,-3,-6,-26,1.4,3,1
CCOc1ccc(NC(=S)NC23CC4CC(CC(C4)C2)C3)cc1,-8,0,5,-7,-4,-9,0.4,-6,0
COc1cc(SC)ccc1C(=O)OCC(=O)NC1CC1,1,1,5,-1,0,17,0.4,4,4
c1ccc2cc(C3CCCCC3)ncc2c1,0,0,5,-7,-5,-12,-0.5,-2,-1
CCOc1ccc(C(=O)Nc2cccc([N+](=O)[O-])c2)cc1Br,-5,0,-18,5,-11,-9,0.4,15,-5
COc1ccc(C(C(C(=O)c2cccs2)N2CCOCC2)N2CCOCC2)cc1OC (stereo not drawn),-4,0,8,-1,-3,-8,0.7,-7,14
CCN(C(=O)CSc1nnc(C)n1-c1cccc(C)c1)C1CCS(=O)(=O)C1 (stereo not drawn),-1,1,12,-27,-4,-5,1.2,-13,-8
CC(C)(C)C(=O)COC(=O)CNC(=O)c1ccc(Oc2ccccc2)cc1,-11,3,1,0,-1,-2,1.1,-12,-3
C=CCn1c(SCC(=O)Nc2ccccc2CC)nnc1-c1ccncc1,0,1,7,-20,-6,-17,0.9,-14,0
O=C(CCn1cnc2ccccc2c1=O)Nc1ccc2c(c1)OCCO2,-11,2,-4,5,1,2,0.4,7,-6
COc1cc2c(cc1NC(=O)CN1CCN(S(=O)(=O)c3ccc(F)cc3)CC1)oc1ccccc12,-4,1,4,-11,-5,-32,-0.4,-7,-5
CCN(CC)C(=O)CN1C(=O)C2(OCC(C)(C)CO2)c2ccccc21,-2,2,13,-24,-2,-17,1.2,-14,-13
CCOc1ccc(NCc2nc3ccccc3n2CCOc2ccccc2)cc1,-4,4,-13,6,-10,10,2.1,5,9
CC(C)(C)c1ccc(C2=NC(=O)C(CC(=O)O)S2)cc1 (stereo not drawn),-4,0,11,-13,-2,-13,0.5,-11,9
O=C(Nc1nnc(-c2ccccc2)o1)c1nc2ccccc2s1,-9,3,-9,-12,66*,28*,8.2,-2,-6
CCS(=O)(=O)N1CCN(c2cc3c(cc2[N+](=O)[O-])n(C)c(=O)n3C)CC1,1,2,-3,-5,-6,-8,0.2,9,-2
COc1ccc(OC)c2[nH]c(=O)c(CCNS(=O)(=O)c3ccc(Cl)cc3)cc12,-5,6,-2,-12,-4,-19,1.1,-19,-18
CCc1nc(NC(=O)Cc2csc(C)n2)sc1C(=O)OC,-8,11,-5,5,-4,0,4.9,9,15
CCCCCCOc1ccc(/C(C)=N/NC2=NCCN2)cc1[N+](=O)[O-],-8,5,10,0,-9,-2,2.0,-9,5
O=C1/C(=C/c2cccnc2)N=C2CCCCCN12,-12,0,1,-13,-8,-4,0.5,4,-20

# Overlap with the part before: 2 compounds, then new ones.
SMILES,OXTR potentiator,M4 ag,CHRM1 PAM,CHO-K1 Ca antag,M1 ag,CHO parental Ca,M1 ag parental,M1 antag,M4 antag
CCCCCCOc1ccc(/C(C)=N/NC2=NCCN2)cc1[N+](=O)[O-],-8,5,10,0,-9,-2,2.0,-9,5
O=C1/C(=C/c2cccnc2)N=C2CCCCCN12,-12,0,1,-13,-8,-4,0.5,4,-20
CCC(=O)OCCCCCCOc1ccc(C(=O)O)cc1,-16,1,-1,1,1,-3,0.2,7,-4
N#Cc1ccc(COc2cccc3cccnc23)cc1,-3,2,14,-1,-2,-4,-0.9,-12,-9
CCCc1nc2c(C)ccc(C)c2c(N)c1CC,4,3,1,-14,-14,-5,1.3,4,7
CCNC(=O)CC1SC(=Nc2ccccc2C)N(C)C1=O (stereo not drawn),-12,1,4,-5,-5,-12,0.8,4,4
COc1cc(C=O)ccc1OCCOc1ccccc1[N+](=O)[O-],-3,3,2,4,-3,-11,1.5,2,-1
S=c1[nH]nc(-c2ccco2)n1C1CCCCC1,1,1,6,-3,-7,-1,2.1,-2,-11
CC(=O)Nc1ccc(NC(=O)COc2ccc(Br)cc2C)cc1,-11,4,13,-9,-2,-9,3.1,-6,14
CCOc1cc(N2CCOCC2)c(OCC)cc1NC(=O)c1nc2nc(C)cc(C)n2n1,-6,4,-6,-6,-2,8,1.0,5,3
O=C(CN1C(=O)C2CCc3[nH]c4ccccc4c3C2C1=O)N1CCCC1 (stereo not drawn),/,2,10,2,-3,/,0.3,-34,-3
CC(NCC(O)c1ccc([N+](=O)[O-])cc1)C12CC3CC(CC(C3)C1)C2 (stereo not drawn),-5,4,-16,-15,-5,-28,2.4,12,19
CCC(CC)C(=O)N(C)c1c(C)nc2c(OCC=C(C)C)cccn12,/,0,-3,-8,-7,/,-0.3,-9,1
COCCNc1ncnc2c1nc1n2CCCC1,/,0,6,4,-3,/,0.5,-2,1
Cc1noc(C)c1C(=O)Nc1ccc(C#N)cc1,-9,1,10,-12,-2,-4,1.1,-18,-13
COc1cccc(-c2nnc(NC(C)=O)o2)c1,-2,2,7,-7,-1,-1,0.4,-9,-14
Nc1c(C(=O)N/N=C/c2cccnc2)cnn1-c1ccccc1,-10,3,6,-5,-7,-15,2.5,-14,-3
CCSc1nnc(CNC(=O)C23CC4CC(CC(C4)C2)C3)n1C1CCCCC1,5,0,10,-7,-4,-6,0.3,-5,1
CC(=O)C1=C(O)C(=O)N(CCCn2ccnc2)C1c1ccc(Cl)cc1 (stereo not drawn),-6,1,5,-14,-4,-7,0.0,-6,2
COc1ccc(OC(=O)N(C)C[C@@H]2OCc3cn(nn3)CCCC(=O)N([C@@H](C)CO)C[C@H]2C)cc1,/,1,3,-11,-6,/,0.8,-15,-5
COCCN(C(=O)CCC(=O)Nc1cc(C)on1)C(C(=O)NC1CCCC1)c1ccc(C)cc1 (stereo not drawn),-3,1,18,-19,-3,-7,-0.3,-13,-2
COc1ccc(C2CC(=O)C3=C(C2)Nc2ccccc2N(C(C)=O)C3c2ccco2)cc1 (stereo not drawn),-6,0,12,-11,0,-12,-0.2,-14,10
O=C(COC(=O)c1cc(-c2cccs2)nc2ccccc12)NC1CCS(=O)(=O)C1 (stereo not drawn),-9,19,1,13,-3,-6,3.5,-1,-3
O=C(Cn1cnc2c(nnn2Cc2ccc(F)cc2)c1=O)NCc1ccco1,0,1,7,-8,-5,-10,0.4,-10,10
COc1cc(C(=O)N2CCN(C)C(C)C2)ccc1OC1CCN(C(C)=O)CC1 (stereo not drawn),-9,0,2,-9,-3,-14,0.0,-2,-11
CCCn1nc(C(=O)N(C)CC(=O)Nc2ccc(OCC)c(OCC)c2)c2ccccc2c1=O,-1,2,10,4,-5,-14,0.3,-5,-6
CNC(=O)CN(Cc1ccccc1)S(=O)(=O)c1ccccc1,-4,0,11,-12,-4,-3,4.5,-13,2
COc1cccc(NC(=O)COc2ccc(C(=S)N3CCN(C)CC3)cc2OC)c1,-12,12,4,-4,4,-9,7.7,-2,-7
CCOC(=O)c1sc2nc(CSCC(=O)OCc3ccc(C(=O)OC)o3)[nH]c(=O)c2c1C,-7,0,3,-7,-6,-12,0.3,-6,1
O=C(COc1ccc2c(c1)C(=O)CC1(CCCCC1)O2)NCc1ccccn1,-6,5,-2,4,0,-10,3.2,2,6
COCCNC(=O)c1cc2c(c(-c3cccc(C#Cc4ccc(OC)c(OC)c4)c3)n1)[C@@H](CCO)N(S(=O)C(C)(C)C)C2 (stereo partly drawn),/,1,-3,19,-6,/,-0.6,-12,5
c1ccc2sc(N3CCCN(Cc4nc(-c5cnccn5)no4)CC3)nc2c1,-8,6,0,2,-6,-15,2.6,-1,-1

# Source: PubChem (The Scripps Research Institute Molecular Screening Center)
